Bioassay records from PubChem.
Pf apPOL inh: Pf-apPOL inhibitors, biochemical, fluorescence; Plasmodium falciparum apicoplast DNA polymerase (apPOL); Recombinant Pf-apPOL, molecular beacon fluorescence, 1.5 h; inhibition, % at 10 µM; 210,000 compounds, 0.25% hits
mHTT-CaM PPI inh: mutant huntingtin-calmodulin interaction inhibitors – biochemical, AlphaScreen, primary screen; AlphaScreen His-mHTT/GST-CaM binding, luminescence; inhibition, % at 15 µM; 190,000 compounds, 3.6% hits;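 further: 0% = both proteins with DMSO and 100% = one protein alone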
The depositor's hits bear a star; i = inactive; · = not tested or not shown; & = joins results of further samples. No stated cut-off is given here; in the data, active means inhibition above about 50%; inactive means the rest. Rows were taken by chance; overall some 3.7% were active at least once.

SMILES	mHTT-CaM PPI inh	Pf apPOL inh
O=C(O)CNC1CS(=O)(=O)CC1S(=O)(=O)O (stereo not drawn)	-4	-2
O=C(Nc1ccc(OC(F)(F)F)cc1)c1ccco1	-5	-2
CCN1CCN(C(=O)c2ccc(SCCN3CCCCC3)nc2)CC1	9	-4
CCCC(=O)N1CCCC1C(=O)N1CCCCCC1 (stereo not drawn)	4	7
COc1ccc(-c2cc(C(F)(F)F)nc(S(=O)(=O)CCCC(=O)O)n2)cc1OC	5	1
CCC(=O)NCc1nc2c(n1C)CN(C(=O)c1cc(F)cc(F)c1)CC2	7	2
O=C(Nc1ccc2c(c1)OCO2)C1(c2ccc(F)cc2)CC1	16	-3
CCNC(=O)N1CCOC(CN2CCN(c3ccc(C)c(C)c3)CC2)C1 (stereo not drawn)	11	0
O=c1[nH]c2ccccc2nc1Cc1ccc(Cl)c([N+](=O)[O-])c1	4	9
O=C(NCc1ccccc1)N1CCC(n2c(C3CCCC3)nc3cccnc32)C1 (stereo not drawn)	10	-3
O=C(Cc1ccc(F)cc1)N1CCCC1c1cccc(F)c1 (stereo not drawn)	9	-2
O=C1NN(c2ccccc2)C(=O)/C1=C/C=C/c1ccccc1Cl	5	12
COC(=O)c1ccccc1S(=O)(=O)N1CCC(c2noc(-c3cccc(F)c3)n2)CC1	-22	-8
COc1cccc(NC(=O)c2cc(I)ccc2Cl)c1	-33	-9
O=C(NCC1CC1)C1CC(c2ccccc2)CN(C(=O)c2cccc(F)c2)C1 (stereo not drawn)	-2	2
N/C(=N\OC(=O)Oc1ccccc1)c1ccc(Br)cc1	i	0
O=C(NCc1ccccc1F)C1CC(=O)N(c2ccc3c(c2)CCN3C(=O)C2CCC2)C1 (stereo not drawn)	-1	-5
O=C(Nc1ccc(Br)cc1)NC1CCN(c2ccccc2)C1=O (stereo not drawn)	-8	-1
O=C1CSC(c2ccc([N+](=O)[O-])cc2)N1c1ccc(Cl)cc1 (stereo not drawn)	10	-3
Cn1cnnc1SCC(=O)Nc1ccc(OC(F)(F)F)cc1	-14	-2
c1ccc2c(c1)oc1ccc(C3OC4CCCCC4c4cc5c(cc43)OCO5)cc12 (stereo not drawn)	0	·
COC(=O)c1ccsc1NC(=O)c1ccc2c(c1)OCCO2	-10	-4
Cc1cc(NC(=O)CSc2nnc(Cc3c(C)[nH]c(=O)[nH]c3=O)o2)no1	-20	-2
COc1ccc(OC)c(C2=NOC(C(=O)N3CCc4ccccc4C3)C2)c1 (stereo not drawn)	-7	-4
CCc1noc(-c2cccnc2N2CCCN(C(=O)CCc3ccc(OC)cc3)CC2)n1	3	-3
COc1ccc(S(=O)(=O)N2CCC(C(=O)Nc3cccc(SC)c3)CC2)cc1	-1	-4
CCOc1ccc(NC(=O)c2cc3n(n2)C(C(F)(F)F)CC(c2ccc(C)cc2)N3)cc1 (stereo not drawn)	5	-2
COc1ccc2cc3cc(C(=O)NCc4ccc(C)cc4)oc3nc2c1	-5	-4
O=C(CN1C(=O)C2CCCN2C(=O)c2cc(F)ccc21)NCc1ccco1 (stereo not drawn)	22	-6
Cn1nnc2c(sc3nc(N4CCOCC4)c4c(c32)CCCC4)c1=O	17	-3
CCOc1ccc(-n2nc3ccc(NC(=O)c4ccc(C)c([N+](=O)[O-])c4)cc3n2)cc1	0	1
O=[N+]([O-])c1ccc(OCCN2CCCC2)cc1	0	4
COc1ccc2c(c1)CNC2CS(=O)(=O)NCC(C)C (stereo not drawn)	-6	-17
COc1cccc(CN2CC(C(=O)Nc3ccccc3F)CC2=O)c1 (stereo not drawn)	6	-3
O=C(NCc1ccc(N2CCCCCC2)nc1)c1cncc(Br)c1	-1	-1
O=C(Nc1c2c(nn1-c1cccc(Cl)c1)CS(=O)(=O)C2)c1cc([N+](=O)[O-])ccc1Cl	0	-4
CCC(NS(=O)(=O)c1c(C)[nH]c(=O)[nH]c1=O)C12CC3CC(CC(C3)C1)C2 (stereo not drawn)	23	-3
Nc1nnc(SCC(=O)N2CCc3ccccc32)s1	3	-4
CCOc1ccc2c(c1)sc(=NC(=O)C1CC1)n2C	-7	2
O=C(NCCN1CCCCC1)C1CCN(c2ccc(N3CCCC3)nn2)CC1	32	-9
Cc1ccccc1OCc1nnc(SCCC(=O)O)n1Cc1ccccc1	12	-1
COc1ccc(C(=O)N2CCN(c3nc(CN4CCOCC4)cs3)CC2)cc1OC	9	-4
CCc1nc2c(c(=O)n1CC(=O)Nc1ccc(OC)cc1)CN(Cc1ccccc1)CC2	11	-6
O=C(CSc1ccccn1)c1ccc2c(c1)OCO2	-8	-2
O=C(COc1ccc(Br)cc1)N(Cc1ccccc1)c1ccccn1	-29	-3
Cc1ccccc1CC(=O)NCc1ccc(-n2ccnc2C)cc1	4	-4
Cc1ccc(CN2CCCC2c2c(C)noc2C)s1 (stereo not drawn)	-29	3
COc1cccc(NC(=O)Cc2cn(C)c3ncccc23)c1	-1	-4
Cc1cc(C2CCCN2C(=O)c2cccs2)no1 (stereo not drawn)	4	-5
O=C(c1cccnc1)N1CCN(Cc2ccc3c(c2)OCO3)CC1	1	-3
N=c1c(C(=O)NC2CCCC2)cc2c(=O)n3ccccc3nc2n1Cc1ccco1	10	8
Cc1cc(Cl)ccc1NC(=O)COc1ccc([N+](=O)[O-])cc1	5	-4
CSc1cccc(NC(=O)CN(c2cccc(C)c2)S(=O)(=O)c2ccccc2)c1	-2	-1
CC(C)n1c(=O)c(-c2ccc(C(=O)Nc3ccccc3F)cc2)nc2cccnc21	-2	-5
COC(=O)c1sc2ccccc2c1Cl	·	0&-2
CCn1cc2c3c(cccc31)CN(C(=O)Nc1ccc(C)c(F)c1)CC2	-3	11
CSc1ccc(NC(=O)c2cn3c(n2)COCC3)cc1	12	1
COc1ccc(S(=O)(=O)N2CCCC2)cc1C(=O)Nc1cccc2cnccc12	-13	4
O=C(NC1CC2CC1N(C(=O)c1ccc3c(c1)OCO3)C2)c1cccnc1 (stereo not drawn)	1	-1
COc1ccc(NC(=O)CN(c2ccc(C(C)C)cc2)S(C)(=O)=O)cc1OC	-2	-3

Brought forward from above: 5 compounds, then new ones.
SMILES	mHTT-CaM PPI inh	Pf apPOL inh
CCn1cc2c3c(cccc31)CN(C(=O)Nc1ccc(C)c(F)c1)CC2	-3	11
CSc1ccc(NC(=O)c2cn3c(n2)COCC3)cc1	12	1
COc1ccc(S(=O)(=O)N2CCCC2)cc1C(=O)Nc1cccc2cnccc12	-13	4
O=C(NC1CC2CC1N(C(=O)c1ccc3c(c1)OCO3)C2)c1cccnc1 (stereo not drawn)	1	-1
COc1ccc(NC(=O)CN(c2ccc(C(C)C)cc2)S(C)(=O)=O)cc1OC	-2	-3
O=C(C1=CN(c2ccc(F)cc2)c2cc(F)ccc2S1(=O)=O)N1CCCCC1	17	-3
CCN(CC)CCCN1C(=O)C(O)=C(C(=O)c2ccc(C)o2)C1c1cccs1 (stereo not drawn)	-2	-2
CCOCCCNC(=O)C1CCN(c2nccnc2Oc2cccc(C)c2)CC1	7	-2
O=C(Nc1cccc(C(=O)N2CCCC2)c1)C1CC1	1	-8
COc1ccc(CCNC(=O)N2CC(=O)Nc3ccccc32)cc1	-8	-9
Cc1cc(=O)[nH]c(SCC(=O)c2ccc(Br)cc2)c1C#N	4	-3
Cc1nc(N2CCCCC2C)c2c(C)c(C(=O)NC(C)C)sc2n1 (stereo not drawn)	13	-3
O=C(Cn1cnc2ccccc21)N1CCCC(c2nnc(-c3ccccc3F)s2)C1 (stereo not drawn)	24	-14
Cc1ccccc1OCC(=O)NCCc1nc2ccccc2[nH]1	13	-25
Cc1cc(NC(=O)CCCc2ccccc2)nc2c1c(=O)oc1ccccc12	-1	-1
NCCCn1cc(Cl)c([N+](=O)[O-])n1	0	·
Cc1ccc(NC(=O)c2oc3ccc(S(=O)(=O)N4CCCC4)cc3c2C)c(C)c1	-5	-8
COc1cc(C2C(=C(O)c3ccccc3)C(=O)C(=O)N2Cc2cccnc2)ccc1O (stereo not drawn)	4	46
O=C(Nc1ccccc1)N1CCCN(c2c(Cl)cncc2Cl)CC1	·	-6
C=CCc1cccc2cc(C(=O)Nc3cccc(C)c3C)c(=O)oc12	2	0
COc1ccc(C2CC(C(F)(F)F)n3nc(C(=O)Nc4cccnc4)cc3N2)cc1 (stereo not drawn)	14	55*
Cc1cc([N+](=O)[O-])c(N2CCOCC2)cc1N	5	-3
Cc1ccc(Cn2cc(CCC(=O)NCc3cccnc3)c3ccccc32)cc1	39	-13
COc1nccnc1N1CCC(NC(=O)Cc2ccsc2)C1 (stereo not drawn)	4	0
CCOc1ccc2c(=O)c(Oc3ccc(C(=O)OC)cc3)c(C)oc2c1	0	-5
CC(C)NC(=O)CCC1CCN(c2cc(NC3CC3)ncn2)CC1	3	-4
Cc1ccc(N(CC(=O)NC(C)c2ccccc2)S(C)(=O)=O)cc1Cl (stereo not drawn)	4	-6
COc1cccc(C2C3=C(NCCN=C3c3ccc(Cl)cc3)C(=O)N2c2ccccc2)c1 (stereo not drawn)	7	5
COc1ccc(C(=O)NCCCNc2ccc([N+](=O)[O-])cc2Cl)cc1OC	30	1
Cc1cc(=O)[nH]c(SCC(=O)c2ccc(Br)cc2)n1	0	3
COC(=O)N1CCc2ccc(Br)cc2C1C(=O)Nc1ccc(F)c(F)c1F (stereo not drawn)	-3	-4
COCc1nn(CC2CC2)c2c1CN(C(=O)c1ccsc1)CC2	2	6
O=C(O)CN1CC2([N+](=O)[O-])C=C(C(=O)N3CCOCC3)CC([N+](=O)[O-])(C1)C2 (stereo not drawn)	1	-2
COCC(=O)N1CC2CN(S(=O)(=O)c3cccc(F)c3)CC(C1)O2	-4	0
Cc1nn(CCCC(=O)Nc2cc(Br)ccc2O)c(C)c1[N+](=O)[O-]	7	2
Cc1ccc2c(c1)N(C)C(=O)c1cc(NC(=O)c3ccccc3Cl)ccc1O2	5	-7
COc1ccc(OC)c(-c2cc3ccc(O)c(CN4CCCC(C)C4)c3oc2=O)c1 (stereo not drawn)	-5	-7
O=C(NCc1cccnc1)c1c[nH]c2ccc(S(=O)(=O)N3CCc4ccccc43)cc2c1=O	21	-6
O=C(NNC(=S)Nc1ccccc1C(F)(F)F)C1CC1	·	-1
COc1ccc(-n2nc3c(c2NC(=O)c2cccc([N+](=O)[O-])c2)CS(=O)(=O)C3)cc1	5	-3
CC(=O)N(CN1C(=O)c2cc(Cl)c(Cl)cc2C1=O)c1ccccc1C	10	2
CCN(CC)CC(O)COc1cc(C)ccc1C(C)C (stereo not drawn)	2	2
CCN(CC1CC(c2cccc(F)c2)=NO1)C(=O)c1ccccc1F (stereo not drawn)	-2	2
CCOC(=O)C1CCN(C(=O)C2CCCN(c3cnn(C)c(=O)c3)C2)CC1 (stereo not drawn)	0	1
O=C(CSc1nnnn1-c1ccccc1C(F)(F)F)NC1CCCCC1	-9	1
CS(=O)(=O)NCCNC(=O)c1nonc1N	-5	·
CC1=C(C(=O)Nc2ccc(C)cc2C)C(c2cccc(F)c2)n2nnnc2N1 (stereo not drawn)	9	-3
O=C(Nc1ccc(F)cc1)c1ccc(Cn2cncn2)cc1	-4	-1
COc1ccc2oc(-c3noc(-c4ccncc4)n3)c(C)c2c1	-4	2
CC(=O)N1CCc2cc(Br)cc(S(=O)(=O)N3CCC4(CC3)OCCO4)c21	7	-2

Complete entries, looked up by structure. Order of values: mHTT-CaM PPI inh, Pf apPOL inh
Listed for O=C(Nc1ccc(F)cc1)c1ccc(Cn2cncn2)cc1 → -4, -1
Listed for Cc1cc(=O)[nH]c(SCC(=O)c2ccc(Br)cc2)c1C#N → 4, -3
Listed for Cc1nc(N2CCCCC2C)c2c(C)c(C(=O)NC(C)C)sc2n1 (stereo not drawn) → 13, -3
Listed for COc1cccc(CN2CC(C(=O)Nc3ccccc3F)CC2=O)c1 (stereo not drawn) → 6, -3

Remaining list, next part
SMILES	mHTT-CaM PPI inh	Pf apPOL inh
O=C(CCCn1cnc(-c2ccc(F)cc2)cc1=O)Nc1cnc2ccccc2c1	2	2
O=[N+]([O-])c1cc(NC2OCC(O)C(O)C2O)ccc1S(=O)(=O)O (stereo not drawn)	-5	62*
CCCCSc1nnc(CNC(=O)c2ccco2)n1-c1ccc(Cl)c(Cl)c1	48	-8
CN(c1ccc(C(=O)NCCC2=CCCCC2)cc1)S(=O)(=O)c1ccccc1	-14	-4
Cc1cc(Br)ccc1NC(=O)CN1C(=O)c2ccccc2C1=O	5	5
CC(C)COC(=O)NCc1ccc2c(c1)OCO2	-8	-15
CS(=O)(=O)N1Cc2ccccc2CC1C(=O)Nc1cccc2c1CCCC2 (stereo not drawn)	10	-1
CCCOc1ccc(N2C(=O)CC(N(Cc3ccc(OC)cc3)C(C)=O)C2=O)cc1 (stereo not drawn)	24	-1
CCC(C)NC(=O)N1CCc2c(c(-c3nc(Cc4ccccc4)no3)nn2C)C1 (stereo not drawn)	6	-2
Clc1nc(SCc2ccccc2)nc2ccccc12	-22	1
Cc1ccc(S(=O)(=O)N(C)c2ccc(C(=O)NCc3cccnc3)cc2)cc1	-14	-11
C=CCOc1ccc(C=C2C(=O)OC(C)(C(C)(C)C)OC2=O)cc1 (stereo not drawn)	2	0
CSc1nc(N)nc(SCC(=O)c2ccc(C)cc2)c1C#N	-2	-5
Cc1nc(SCc2ccccc2)[nH]c(=O)c1C	-4	-1
O=C(NCc1cccs1)c1cc(Br)ccc1O	·	-2
